ERp5 inh = inhibitors of human ERp5. Q15084. ERp5 insulin aggregation, absorbance 650 nm, 90 min. inhibition, % at 9.99 µM. 350,000 compounds, 0.05% hits. AID 651711;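 active means mean replicate inhibition above about 25%, with every replicate also reaching it, limit read from the data, passing the limit was not always enough; inconclusive means only one of those two criteria met; inactive means neither criterion met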
S100A4 inh HTS = blocks human S100A4 binding to myosin IIA peptide; inhibition, % at 10.7 µM; P26447; 360,000 compounds, 0.14% hits; S100A4/TAMRA-MyoIIA peptide fluorescence polarization;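 active means mean inhibition of at least 70% across replicates, with every replicate also reaching that level; inconclusive means mean inhibition reaches 70% but some replicates fall short; inactive means mean inhibition below 70%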
Target sequence (P26447 whole entry, looked up): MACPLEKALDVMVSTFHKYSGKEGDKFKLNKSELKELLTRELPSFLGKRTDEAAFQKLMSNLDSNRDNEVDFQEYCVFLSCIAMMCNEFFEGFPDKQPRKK
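Material: S100A4 monomer (human). Medium: Calcium-containing HEPES buffer, pH 7.2. Probe or stimulus: labelled myosin peptide probe, 5 nM. Compound dosing: one concentration per compound. Timing: polarization read 5 min after assay mix addition, stable 5–60 min. Benchmarks: DMSO as neutral control, TFP as positive control.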
C2C12 statin = suppressors of simvastatin-induced myotoxicity in C2C12 myotubes | ATP luminescence, 48 h; scaled: DMSO 0, geranylgeraniol control 100 | rescue of ATP level, % at 7.49 µM | 330,000 compounds, 0.78% hits | AID 602340;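 active means mean ATP rescue above about 67%, or every replicate alone reaching that limit, limit read from the data, passing the limit was not always enough; inconclusive means no clear call, values can overlap the other calls; inactive means mean under the limit and some replicate under it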;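 further: myotubes were challenged with 10 µM simvastatin during compound exposure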
PglD DTNB = PglD (C. jejuni) enzyme inhibition. purified PglD enzyme, DTNB colorimetric CoA detection. inhibition, % at 12.5 µM. 360,000 compounds, 0.098% hits; in the data active means inhibition above about 16%, passing the limit was not always enough; inconclusive means no clear call, values can overlap the other calls; further: strong numbers were not always called active
DENV2 CPE = DENV2-induced cell death inhibition; DENV2-infected cells, cytopathic effect rescue, plate reader; CPE inhibition, % at 9.99 µM; 350,000 compounds, 1.7% hits; AID 651640; in the data active means CPE inhibition above about 20%, passing the limit was not always enough; inconclusive means no clear call, values can overlap the other calls; tested in BHK-21 cells;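 further: 0% = median of neutral control wells and 100% = median of positive control wells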
E-selectin induc = E-selectin induction on HUVECs | 260,000 compounds, 0.37% hits | activation, % at 7.58 µM | HUVEC E-selectin immunofluorescence imaging; normalized: neutral wells 0, TNF-alpha wells 100;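 active means mean E-selectin-positive cell signal at least 10% of the positive control, reached in at least 60% of replicates, without over 20% cell loss; inconclusive means no rule given, readout overlaps actives, possibly toxicity-flagged; inactive means the rest, including those meeting only one limit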;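 further: in these data hits start at about 27%; measured in HUVEC primary endothelial cells; signal is the percent of cells scored E-selectin positive by PE staining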
Target sequence (P16581 whole entry, looked up): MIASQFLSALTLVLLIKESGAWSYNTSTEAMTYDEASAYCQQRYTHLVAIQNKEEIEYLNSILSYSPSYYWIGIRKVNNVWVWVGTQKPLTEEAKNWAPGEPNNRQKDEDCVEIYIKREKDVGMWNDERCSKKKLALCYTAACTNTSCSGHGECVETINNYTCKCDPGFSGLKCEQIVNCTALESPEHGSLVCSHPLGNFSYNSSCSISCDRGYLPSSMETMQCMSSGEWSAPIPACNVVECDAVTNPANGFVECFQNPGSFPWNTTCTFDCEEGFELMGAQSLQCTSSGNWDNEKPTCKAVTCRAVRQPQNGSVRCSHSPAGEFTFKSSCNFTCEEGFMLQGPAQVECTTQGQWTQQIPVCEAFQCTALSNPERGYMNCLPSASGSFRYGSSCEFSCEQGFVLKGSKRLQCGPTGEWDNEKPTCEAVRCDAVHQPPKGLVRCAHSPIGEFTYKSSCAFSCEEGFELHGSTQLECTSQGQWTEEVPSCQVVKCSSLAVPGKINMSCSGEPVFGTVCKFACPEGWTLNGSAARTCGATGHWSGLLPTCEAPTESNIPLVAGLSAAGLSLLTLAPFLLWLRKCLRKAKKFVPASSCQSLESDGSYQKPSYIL
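Test system: HUVEC; input: 3,000 HUVEC/well; measured by: immunofluorescence imaging; read-out: % PE-positive cells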
SIRT5 block = inhibitors of human sirtuin-5 desuccinylase; inhibition, % at 15 µM; Purified SirT5, succinyl-peptide AMC, trypsin-coupled fluorescence; Q9NXA8; 330,000 compounds, 1.1% hits; in the data active means inhibition above about 15%; inconclusive means no clear call, values can overlap the other calls
Target sequence (Q9NXA8 whole entry, looked up): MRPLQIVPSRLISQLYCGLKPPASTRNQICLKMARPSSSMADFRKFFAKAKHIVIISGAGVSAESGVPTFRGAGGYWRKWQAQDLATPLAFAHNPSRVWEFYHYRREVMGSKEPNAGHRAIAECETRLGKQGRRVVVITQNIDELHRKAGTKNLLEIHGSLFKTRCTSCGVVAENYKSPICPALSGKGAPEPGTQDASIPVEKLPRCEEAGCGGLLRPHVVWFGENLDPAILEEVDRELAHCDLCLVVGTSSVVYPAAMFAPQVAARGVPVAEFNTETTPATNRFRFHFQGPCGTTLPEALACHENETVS
Numbers without * were called inactive. These rows are one share of the data (hit frequency here may not be typical).

`CCSc1nsc(NC(=O)Nc2ccccc2OC)n1` gave ERp5 inh 0, S100A4 inh HTS 2, C2C12 statin -3, PglD DTNB -1, DENV2 CPE 6, E-selectin induc 0.1 and SIRT5 block -1.
`CCCn1c(SCC(=O)NCCCN2CCCC2=O)nc2ccccc2c1=O` gave ERp5 inh -11, S100A4 inh HTS 0, C2C12 statin 1, PglD DTNB -4, DENV2 CPE -1, E-selectin induc -1.2 and SIRT5 block -2.
For COc1ccc(NC(=O)Nc2ccc3c(c2)C(=O)N([C@@H](C)CO)C[C@H](C)[C@@H](CN(C)C(=O)Nc2ccc(F)cc2)O3)cc1 the results were ERp5 inh -4, S100A4 inh HTS -9, C2C12 statin 20, PglD DTNB 0, DENV2 CPE -3, E-selectin induc 1.6 and SIRT5 block 2.
Screening COc1ccc(Cc2nc3ccc(C(=O)NCc4cccc(C)n4)cc3o2)cc1OC returned ERp5 inh -2, S100A4 inh HTS 3, C2C12 statin 2, PglD DTNB 0, DENV2 CPE 20, E-selectin induc 0.2 and SIRT5 block -1.
`O=C(O)CC(CC(=O)Nc1ccc(-c2ccccc2)cc1)c1ccccc1` (centres undefined) gave ERp5 inh 6, S100A4 inh HTS 1, C2C12 statin -5, PglD DTNB -2, DENV2 CPE -3, E-selectin induc 1.2 and SIRT5 block 1.
`C[C@@H]1CN([C@@H](C)CO)C(=O)Cc2cc(NC(=O)CCCN(C)C)ccc2O[C@@H]1CN(C)CC1CCCCC1` gave ERp5 inh 4, S100A4 inh HTS 3, C2C12 statin -7, PglD DTNB 1, DENV2 CPE -1, E-selectin induc -3.6 and SIRT5 block 2.
Screening O=C(NC(=S)NNS(=O)(=O)c1ccccc1)c1cccnc1 returned ERp5 inh 0, S100A4 inh HTS 3, C2C12 statin -12, DENV2 CPE 2, E-selectin induc -0.3 and SIRT5 block -4.
Screening Cc1ccc(C)c(N2CCN(C(=O)c3nn(C)c4c3CS(=O)(=O)c3ccccc3-4)CC2)c1 returned ERp5 inh -6, S100A4 inh HTS 2, C2C12 statin -20, PglD DTNB -2, DENV2 CPE 13 and SIRT5 block 0.
`CO[C@@H]1CN(C)C(=O)c2ccc(NS(=O)(=O)CC(F)(F)F)cc2OC[C@@H](C)N(C)C[C@@H]1C` gave ERp5 inh 8, S100A4 inh HTS -2, C2C12 statin 7, PglD DTNB 2, DENV2 CPE 11, E-selectin induc -0.3 and SIRT5 block -4.
Screening CC1CC1C(=O)N1CCN(S(=O)(=O)c2cc(C(F)(F)F)cc(C(F)(F)F)c2)CC1 (centres undefined) returned ERp5 inh -10, S100A4 inh HTS -3, C2C12 statin -94, PglD DTNB -5, DENV2 CPE 9, E-selectin induc -0.4 and SIRT5 block 4.
Screening CCN(CC)CC(=O)Nc1ccc(/C(C)=N/NC2=NCCN2)cc1 returned ERp5 inh 3, S100A4 inh HTS -25, DENV2 CPE -4 and SIRT5 block -1.
`CCCNC(=O)N1CCCC(C(=O)c2cccc(Cl)c2)C1` (centres undefined) gave ERp5 inh -41, S100A4 inh HTS -2, C2C12 statin -3, PglD DTNB 1, DENV2 CPE -5, E-selectin induc 1.1 and SIRT5 block 0.

The final two records of the part before are carried over, then new ones follow.
Screening CCN(CC)CC(=O)Nc1ccc(/C(C)=N/NC2=NCCN2)cc1 returned ERp5 inh 3, S100A4 inh HTS -25, DENV2 CPE -4 and SIRT5 block -1.
`CCCNC(=O)N1CCCC(C(=O)c2cccc(Cl)c2)C1` (centres undefined) gave ERp5 inh -41, S100A4 inh HTS -2, C2C12 statin -3, PglD DTNB 1, DENV2 CPE -5, E-selectin induc 1.1 and SIRT5 block 0.
For CCC(C)(C)NC(=O)CN(C(=O)CNS(=O)(=O)c1ccccc1)c1ccc2c(c1)OCCO2 the results were ERp5 inh 1, S100A4 inh HTS -2, C2C12 statin 3, PglD DTNB 8, DENV2 CPE -2 and SIRT5 block -1.
`COCCN1Cc2cccc(C(=O)Nc3ccc(C)cc3)c2C1=O` gave ERp5 inh -1, S100A4 inh HTS -8, C2C12 statin -6, DENV2 CPE -4 and SIRT5 block -2.
Screening C[C@@H]1CCCCO[C@H](CN(C)Cc2ccccc2)[C@@H](C)CN([C@H](C)CO)C(=O)c2cc(NS(=O)(=O)c3cccs3)ccc2O1 returned ERp5 inh -2, S100A4 inh HTS 0, PglD DTNB -192, DENV2 CPE -6 and SIRT5 block -6.
For C[C@H]1CN([C@@H](C)CO)C(=O)Cc2cc(NS(=O)(=O)c3ccc(F)cc3)ccc2O[C@H]1CN(C)CC1CCCCC1 the results were ERp5 inh 0, S100A4 inh HTS 39, C2C12 statin 5, PglD DTNB 1, DENV2 CPE 4, E-selectin induc -0.3 and SIRT5 block 17*.
For Cc1c(Cl)cccc1NC(=S)NCc1ccc(F)cc1 the results were ERp5 inh 0, S100A4 inh HTS 3, C2C12 statin -2, PglD DTNB 2, DENV2 CPE -3 and SIRT5 block 0.
For CN1CCN(C2Cc3ccccc3Sc3ccc(Cl)cc32)CC1 (centres undefined) the results were ERp5 inh inconclusive, S100A4 inh HTS 1, C2C12 statin -15, PglD DTNB 0, DENV2 CPE 4, E-selectin induc 0.4 and SIRT5 block -2.
Screening O=C(Nc1ccc(F)cc1)N[C@H]1CC[C@H](CC(=O)N2CCCCC2)O[C@@H]1CO returned ERp5 inh -3, S100A4 inh HTS 4, C2C12 statin 1, PglD DTNB 0, DENV2 CPE -3, E-selectin induc 0.0 and SIRT5 block 0.
`Cc1cc(OCc2ccc(C(=O)NN=C3CCCC3)cc2)ccc1Cl` gave ERp5 inh 4, S100A4 inh HTS -1, DENV2 CPE 3 and SIRT5 block -2.
For CCOC(=O)Cc1csc(NC(=S)NC(=O)c2ccccc2C)n1 the results were ERp5 inh -2, S100A4 inh HTS -3, C2C12 statin 29, PglD DTNB 7, DENV2 CPE -3 and SIRT5 block 3.
`CC=Cc1ccc2n(c1=O)C[C@@H]1[C@@H](CO)[C@H](C(=O)N(C)C)[C@H]2N1C(=O)c1ccccc1` (mixture of isomers) gave ERp5 inh -2, S100A4 inh HTS -22, C2C12 statin 1, PglD DTNB 0, DENV2 CPE 3, E-selectin induc -0.1 and SIRT5 block -10.
For N=c1sccn1CC(=O)Nc1cccc(S(N)(=O)=O)c1 the results were ERp5 inh 2, S100A4 inh HTS -8, C2C12 statin 0, PglD DTNB -3, DENV2 CPE -1 and SIRT5 block -1.
Screening CC(=O)N1CCC(C(=O)NC2CC(C)(C)Cc3c2cnn3-c2ccc(F)cc2)CC1 (centres undefined) returned ERp5 inh 6, S100A4 inh HTS 2, PglD DTNB -7, DENV2 CPE -5 and SIRT5 block 1.
Screening CCCCc1cc(=O)oc2c(C)c(OCC(=O)N3C[C@H]4C[C@@H](C3)c3cccc(=O)n3C4)ccc12 returned ERp5 inh 5, S100A4 inh HTS 1, C2C12 statin -7, PglD DTNB 5, DENV2 CPE -3 and SIRT5 block 1.
O=CNNC(=O)c1cccc([N+](=O)[O-])c1 was read as ERp5 inh -7, S100A4 inh HTS 7, DENV2 CPE 3 and SIRT5 block -1.
Screening COCC(=O)Nc1ccc2c(c1)OC[C@H](C)NC[C@H](C)[C@H](OC)CN(C)C2=O returned ERp5 inh -1, S100A4 inh HTS -30, C2C12 statin 0, PglD DTNB -1, DENV2 CPE 9, E-selectin induc -0.1 and SIRT5 block -3.
N#CCCN(C(=O)COc1ccc(Br)cc1F)c1ccc(F)cc1 was read as ERp5 inh -40, S100A4 inh HTS -9, DENV2 CPE -2, E-selectin induc 1.7 and SIRT5 block 3.
`C[C@@H](NC(=O)C[C@@H]1C[C@H]2c3cc(NS(C)(=O)=O)ccc3O[C@H]2[C@H](CO)O1)c1ccccc1` gave ERp5 inh 2, S100A4 inh HTS 1, C2C12 statin 2, PglD DTNB 1, DENV2 CPE -5, E-selectin induc -0.3 and SIRT5 block 0.
`COCCNc1oc(-c2ccccc2Cl)nc1C#N` gave ERp5 inh 1, S100A4 inh HTS -1, C2C12 statin -3, PglD DTNB -6, DENV2 CPE -4 and E-selectin induc 0.0.
For Cn1cccc1Cc1nnc(SCC(=O)N2CCCC2)n1CCc1ccccc1 the results were ERp5 inh 1, S100A4 inh HTS -5, C2C12 statin 3, PglD DTNB 2, DENV2 CPE -1 and E-selectin induc 0.0.
Screening Cc1ccccc1C(=O)Nc1cccc(C(=O)Nc2ccccc2C(=O)O)c1 returned ERp5 inh -1, S100A4 inh HTS 1, C2C12 statin 2, PglD DTNB 4, DENV2 CPE 11, E-selectin induc -0.1 and SIRT5 block -3.
For COc1ccc(NC(C)=O)c(C)c1 the results were ERp5 inh 2, S100A4 inh HTS 0, DENV2 CPE -1, E-selectin induc 0.0 and SIRT5 block -1.
`O=C(Nc1sc2c(c1C(=O)O)CCC2)c1cccc(Cl)c1` gave ERp5 inh -1, S100A4 inh HTS 15, DENV2 CPE 1, E-selectin induc -0.3 and SIRT5 block 0.
COc1ccc(C(=O)CCNc2ccc(F)cc2)cc1 was read as ERp5 inh 3, S100A4 inh HTS 1, DENV2 CPE 2, E-selectin induc 1.8 and SIRT5 block 0.
`CCN(Cc1ccccc1)S(=O)(=O)c1ccc(C(=O)Nc2nnc(C)o2)cc1` gave ERp5 inh 5, S100A4 inh HTS -3, C2C12 statin 4, PglD DTNB -2, DENV2 CPE -3, E-selectin induc -0.3 and SIRT5 block -3.
For C[C@H]1CCCCO[C@H](CN(C)Cc2ccccc2)[C@@H](C)CN([C@@H](C)CO)C(=O)c2cc(NC(=O)Cc3ccccc3)ccc2O1 the results were ERp5 inh 0, S100A4 inh HTS -9, PglD DTNB -1, DENV2 CPE -2 and SIRT5 block -1.
For COC(=O)CN(Cc1ccccc1)S(=O)(=O)c1ccc(OC)c(OC)c1 the results were ERp5 inh 4, S100A4 inh HTS 2, C2C12 statin -11, PglD DTNB 0 and SIRT5 block 1.
C[C@H](CO)N1C[C@H](C)[C@H](CN(C)S(=O)(=O)c2ccccc2)Oc2ncc(-c3cccc(C(=O)N(C)C)c3)cc2C1=O was read as ERp5 inh 0, S100A4 inh HTS 4, C2C12 statin 7, PglD DTNB -3, DENV2 CPE 9, E-selectin induc 1.1 and SIRT5 block -5.
For CC(C)Sc1nnc(NC(=O)C2CC2)s1 the results were ERp5 inh -2, S100A4 inh HTS 0, C2C12 statin -8, PglD DTNB -1, DENV2 CPE 9, E-selectin induc 0.2 and SIRT5 block 1.
`C[C@H](NC(=O)c1nc[nH]c1C(=O)NC(c1ccccc1)c1ccccc1)C(=O)OC(C)(C)C` gave ERp5 inh 4, S100A4 inh HTS 2, C2C12 statin 28, PglD DTNB -2, DENV2 CPE -6 and E-selectin induc 0.1.
Screening O=C(C[C@H]1CC[C@H]2[C@@H](COC[C@@H](O)CN2C(=O)Cc2ccccc2)O1)NC1Cc2ccccc2C1 returned C2C12 statin -16, PglD DTNB -2, DENV2 CPE 3 and E-selectin induc 0.0.
`C[C@@H]1CN([C@@H](C)CO)C(=O)c2cccc(NC(=O)c3cnccn3)c2O[C@H]1CN(C)CC1CCCCC1` gave ERp5 inh 5, S100A4 inh HTS 8, C2C12 statin -7, PglD DTNB -2, DENV2 CPE -1, E-selectin induc -0.4 and SIRT5 block -3.
Screening COc1ccc(N(C(C)C(=O)N2CCCC2)S(C)(=O)=O)cc1 (centres undefined) returned ERp5 inh -5, S100A4 inh HTS -2, C2C12 statin -4, PglD DTNB -10, DENV2 CPE 7 and SIRT5 block -8.
Screening Cc1cccc(C(=O)OC2CCOC2=O)c1O (centres undefined) returned ERp5 inh 2, S100A4 inh HTS 2, C2C12 statin 2, PglD DTNB 6, DENV2 CPE 9, E-selectin induc -0.3 and SIRT5 block -4.
`COc1ccc(S(=O)(=O)Nc2cccc3c2O[C@H](CN(C)S(=O)(=O)c2ccc(OC)cc2)[C@@H](C)CN([C@@H](C)CO)C3=O)cc1` gave S100A4 inh HTS -5, E-selectin induc -0.3 and SIRT5 block -3.

Screens: PubChem, Broad Institute
